# Screening data (PubChem)
# Vc quorum ag = quorum light induction in luxS cqsA deficient V. cholerae; V. cholerae BH1578 lux reporter, luminescence, 6 h; activation, % at 18.7 µM; hit rate 0.16% among 350,000; in the data active = activation mostly above about 9.7%, no sharp cut-off; inconclusive = no clear call, values can overlap the other calls; inactive = mostly below about 3.7%; note: not every result past the cut was called active; inactives centre near 0; reference of the scale not given here
# TcdB GH inh = blocks C. difficile toxin B glycohydrolase activity; P18177; TcdB glycohydrolase enzymatic assay, plate reader; inhibition, % at 9.99 µM; hit rate 0.24% among 350,000; in the data active = inhibition above about 10%
# GDH-TPI counter = GDH-TPI coupled enzyme inhibition counter-screen; GDH-TPI coupled enzyme counterscreen, NADH absorbance; inhibition, % at 4.8 µM; hit rate 1.2% among 360,000; in the data active = inhibition above about 30%;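 note: 0% = DMSO wells and 100% = wells lacking the enzyme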
# PfHsp40 rescue = compounds rescuing yeast from Plasmodium falciparum HSP40 toxicity. S. cerevisiae expressing PfHsp40, growth rescue, ATP luminescence. growth rescue, % at 12.5 µM. hit rate 0.68% among 340,000; in the data active = growth rescue above about 28%, passing the limit was not always enough; inconclusive = no clear call, values can overlap the other calls;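 note: yeast W303a lacking pdr1 and pdr3 grown in galactose medium; growth measured after three days at 30 °C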
# BioA inh = BioA (M. tuberculosis) enzyme inhibition | purified M. tuberculosis BioA enzyme, plate reader | inhibition, % at 9.99 µM | hit rate 0.096% among 360,000; in the data active = inhibition above about 40%; inconclusive = no clear call, values can overlap the other calls
# Mtb FBA inh = inhibits M. tuberculosis FBA enzyme. purified M. tuberculosis FBA, fluorescence read-out. inhibition, % at 1 µM. hit rate 2.3% among 360,000; in the data active = inhibition above about 27%;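 note: 0% = vehicle and 100% = reference inhibitor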
# Y pestis TopoI = inhibitors of Yersinia pestis topoisomerase I. hit rate 0.064% among 360,000. Y. pestis Topo-I cleavage product accumulation, plate reader. activity, % at 10 µM; in the data active = activity above about 50%, passing the limit was not always enough; inconclusive = no clear call, values can overlap the other calls; note: inactives centre near 2
# Mtb UGM inh = blocks M. tuberculosis UGM enzyme; P9WIQ1; hit rate 0.06% among 320,000; purified UGM, fluorescence polarization probe displacement; inhibition, % at 10 µM; in the data active = inhibition above about 10%, passing the limit was not always enough; inconclusive = no clear call, values can overlap the other calls
# FadD28 binding = blocks FadD28 binding to the bisubstrate probe. fluorescence polarization. inhibition, % at 12.5 µM. hit rate 0.22% among 360,000. AID 588549; in the data active = inhibition above about 8.5%, passing the limit was not always enough; inconclusive = no clear call, values can overlap the other calls
# * marks the source's active call; other numbers are inactive results; i = inactive; ? = inconclusive; · = not tested or not shown. Outcome played no part in choosing rows; any-hit rate near 4.6%.
structure,Vc quorum ag,TcdB GH inh,GDH-TPI counter,PfHsp40 rescue,BioA inh,Mtb FBA inh,Y pestis TopoI,Mtb UGM inh,FadD28 binding
O=C1NC(C(=O)O)=CC(c2cccc(Cl)c2Cl)N1 (configuration not stated),-3.0,0.7,5,-1.6,0.0,3,4,1.8,-1.8
COc1ccc(CCNC(=O)Cn2cccc2C(=O)c2ccccc2)cc1OC,-0.2,-1.1,10,-0.2,·,4,-4,0.6,-0.4
COc1ccc(-c2cc3ccccc3n2CC(O)CN2CCN(CCO)CC2)cc1 (configuration not stated),-0.6,0.4,3,-0.3,0.3,33*,-6,0.3,-2.3
CCOc1ccccc1NC(=O)CSc1nc(=O)n(Cc2ccccn2)c2c1CCC2,i,2.2,9,-1.8,3.6,-3,10,0.8,-1.6
O=C(NCC1CCCO1)C1CCN(C(=O)c2ccc(Cl)cc2)CC1 (configuration not stated),17*,·,6,-0.5,-0.5,-1,5,0.4,0.2
Cc1cc(C)n2nc(SCC(=O)NC(=O)c3ccccc3)nc2n1,0.4,0.7,-1,1.2,-0.3,-1,1,0.2,-4.1
CC(=O)c1ccc(NC(=S)N(C)C2CCN(C)CC2)cc1,i,·,16,-0.7,0.8,-2,4,1.3,0.1
COc1ccc(-n2nc(C(=O)N(C)C)nc2-c2ccccc2)cc1,0.4,-5.0,-21,-0.1,0.1,0,-7,2.1,-3.8
COc1ccc(C=CC(=O)C=CC=Cc2ccccc2)cc1,i,5.9,23,-1.7,-1.1,0,3,·,-1.5
CC1(C)C(=O)OC(C(=O)c2ccc(Cl)cc2)C(C)(C)C1=O (configuration not stated),6.2,·,9,-0.3,1.1,-4,5,1.5,-3.0
COc1ccc([C@H]2CC(=O)C=C(c3ccccc3Oc3ccccc3)C2)cc1,-0.3,0.5,-4,-0.2,-1.6,0,19,-2.4,-4.4
Cc1ccc(S(=O)(=O)N2CCC(C(=O)N/N=C/c3cccnc3)CC2)cc1,-0.2,·,1,-0.9,5.6,3,-4,0.2,1.2
O=C(O)c1cc(-n2[nH]c(=O)c3ccccc3c2=O)ccc1Cl,-0.9,1.1,4,1.0,-0.9,1,-1,-2.4,-2.4
O=C(NCc1cccc(C(F)(F)F)c1)c1ccc2sc([C@@H]3O[C@H](CO)[C@H](O)[C@H](O)[C@H]3O)nc2c1,i,0.0,-7,·,0.9,0,-2,·,1.1
Cc1ccc(NC(=O)c2cccc(NC(=O)/C=C/c3ccco3)c2)cc1C,0.0,·,18,7.8,·,1,-1,-4.1,-7.8

# Some entries already given, limited to GDH-TPI counter and Y pestis TopoI:
canonical_smiles	GDH-TPI counter	Y pestis TopoI
COc1ccc([C@H]2CC(=O)C=C(c3ccccc3Oc3ccccc3)C2)cc1	-4	19
Cc1ccc(S(=O)(=O)N2CCC(C(=O)N/N=C/c3cccnc3)CC2)cc1	1	-4
O=C(O)c1cc(-n2[nH]c(=O)c3ccccc3c2=O)ccc1Cl	4	-1
O=C(NCc1cccc(C(F)(F)F)c1)c1ccc2sc([C@@H]3O[C@H](CO)[C@H](O)[C@H](O)[C@H]3O)nc2c1	-7	-2
Cc1ccc(NC(=O)c2cccc(NC(=O)/C=C/c3ccco3)c2)cc1C	18	-1

# More structures
structure,Vc quorum ag,TcdB GH inh,GDH-TPI counter,PfHsp40 rescue,BioA inh,Mtb FBA inh,Y pestis TopoI,Mtb UGM inh,FadD28 binding
Cc1cc(S(=O)(=O)Nc2c(C)nc3nc[nH]n3c2=O)ccc1F,-0.7,-0.5,-1,·,·,1,1,3.9,1.0
C/C(=N\Nc1cc(C)nc(-c2ccccc2O)n1)c1ccccc1O,-0.3,-1.7,-2,-0.8,-1.6,-3,-17,1.5,-11
OCCOc1ccccc1,-0.4,0.1,8,-1.4,0.1,2,10,-2.5,-1.5
CCN(CC(=O)Nc1ccc(NC(C)=O)cc1)C(=O)c1ccc2c(c1)OCCO2,-2.9,1.3,-1,-0.2,-0.1,-3,5,3.3,·
CCCSc1nc2c(c(=O)n1CC)SC(C)C2 (configuration not stated),-0.2,-0.9,15,-0.5,2.1,1,12,-0.9,-0.1
CCCCN(Cc1ccccc1)C(=O)CCN1C(=O)C2C3C=CC(C3)C2C1=O (configuration not stated),-0.4,0.9,-5,-1.4,·,1,24,-1.5,-1.2
CCc1ccc(/C=C2\SC(=S)N(CCCC(=O)Nc3cc(C)on3)C2=O)cc1,-0.5,1.2,4,·,-0.9,-1,3,·,-1.3
CC1C(=O)N(Cc2cn(Cc3ccco3)nn2)CCS(=O)(=O)N1Cc1ccc(-c2ccccc2Cl)cc1 (configuration not stated),·,-0.8,·,·,-4.1,-2,·,·,-6.5
O=C(Nc1ccccc1Cl)c1cc(C2CCCCN2S(=O)(=O)c2ccccc2)on1 (configuration not stated),-0.1,0.2,5,·,-0.7,-2,26,·,-3.8
COCOc1cccc(CN2CCC(C)(Oc3cccc(C#N)c3)C2)c1 (configuration not stated),-0.1,-3.0,-3,·,0.5,-5,10,·,-5.0
COc1cc(/C=C/[N+](=O)[O-])ccc1OC(=O)c1cccnc1,i,2.0,7,10,-0.4,0,3,-0.8,-5.6
COc1ccc(C[C@H]2CN3C(=NC[C@H]3C)N2CCNC(=O)c2ccc(C)c(Br)c2)cc1,6.1,0.6,-4,-1.2,6.3,2,7,1.4,-3.8
Cc1ccc(N(C(C)C(=O)O)S(=O)(=O)c2c(C)n[nH]c2C)cc1 (configuration not stated),i,·,3,0.6,-0.1,2,5,-0.8,-0.7
CN1CCN(/C=N/c2c(C#N)cnn2-c2ccccc2)CC1,-0.2,·,-3,-0.7,3.4,3,-4,-2.8,-1.2
O=C(CSc1nc2ccccc2n1CCc1ccccc1)NC1CC1,-0.2,1.0,2,0.4,·,-2,10,1.4,-4.0
O=C(Nc1cccnc1)c1cc(-c2ccc(Cl)cc2Cl)on1,-0.1,0.9,-1,1.5,-1.5,-3,-2,2.8,-0.4
O=C(CN1C(=O)COc2ccccc21)N1CCc2ccccc21,i,·,4,-1.4,1.5,-1,-7,0.2,1.4
Cc1ccc(S(=O)(=O)N2CCN(C(=O)Cc3ccc4c(c3)OCCO4)CC2)cc1C,-3.3,·,10,-1.2,·,-1,27,-1.2,-0.3
CC(C)CCNC(=O)Cn1cc2c(n1)CCCCC2,-0.6,0.1,-6,-0.4,-0.3,0,1,-1.2,-1.6
O=C(CCCNC(=O)c1ccc(Cl)cc1)Nc1cccc(F)c1,-0.3,0.3,0,-0.9,-1.4,1,-3,1.8,-4.6
COc1cc2c(cc1OC)CN(C(=O)c1cc(Cl)nc(Cl)c1)CC2,i,0.6,1,-1.1,9.9,0,2,2.4,-2.8
Cn1c(CNc2ccccc2O)nc2ccccc21,-0.1,-0.8,-2,?,0.8,-3,0,1.8,-4.0
COc1ccc(C)cc1NS(=O)(=O)c1cn(C)nc1C,2.6,0.2,5,-0.7,·,11,4,0.0,-0.9
COc1ccc(N2CCN(Cc3nc(N)nc(Nc4ccccc4OC)n3)CC2)cc1,0.6,·,2,-0.3,1.5,10,12,1.9,1.2
CCCCn1c(=O)[nH]c(=O)c2c1nc(-c1cc(Br)c(OCC)c(OC)c1)n2C,-0.2,1.6,-2,-0.1,-1.8,-2,13,-0.4,-8.5
Cn1ccnc1SCC(=O)c1cccc(Br)c1,-1.7,·,-2,14,-0.3,0,11,0.0,-2.3
CCN(CC)/C(=N\S(=O)(=O)c1ccc(F)cc1)c1ccccc1,i,0.7,9,-0.2,4.1,1,-2,4.5,-1.5
COc1ccc2c(CC(=O)NNC(=O)c3ccccc3F)coc2c1,i,0.7,9,-0.4,-0.9,1,-1,1.2,-1.9
O=C(CCNC(=O)c1ccccc1Cl)Nc1cccc(S(=O)(=O)N2CCCC2)c1,0.9,-0.4,3,-2.0,-2.6,-3,9,-1.2,-3.6
Cc1c(C)c2ccc(OCC(=O)N3CC[C@@]4(O)CCCC[C@H]4C3)cc2oc1=O,-0.6,0.8,9,-0.3,6.1,87*,6,0.1,-2.0

# Part of the list above, with each value named:
> O=C(Nc1cccnc1)c1cc(-c2ccc(Cl)cc2Cl)on1
  Vc quorum ag = -0.1	TcdB GH inh = 0.9	GDH-TPI counter = -1	PfHsp40 rescue = 1.5	BioA inh = -1.5	Mtb FBA inh = -3	Y pestis TopoI = -2	Mtb UGM inh = 2.8	FadD28 binding = -0.4
> O=C(CN1C(=O)COc2ccccc21)N1CCc2ccccc21
  Vc quorum ag = i	TcdB GH inh = ·	GDH-TPI counter = 4	PfHsp40 rescue = -1.4	BioA inh = 1.5	Mtb FBA inh = -1	Y pestis TopoI = -7	Mtb UGM inh = 0.2	FadD28 binding = 1.4

# Following part
structure,Vc quorum ag,TcdB GH inh,GDH-TPI counter,PfHsp40 rescue,BioA inh,Mtb FBA inh,Y pestis TopoI,Mtb UGM inh,FadD28 binding
CCC(C)c1ccc(NC(=S)N2CCN(c3ccccn3)CC2)cc1 (configuration not stated),-0.8,0.1,-5,2.7,0.7,-3,31,-1.4,-3.3
NS(=O)(=O)c1cccc(NC(=O)COC(=O)CN2C(=O)C3CC=CCC3C2=O)c1 (configuration not stated),-0.2,1.6,4,0.2,1.8,2,0,-4.0,-0.2
CCC(=NCc1cc(OC)cc(OC)c1)c1c(O)n(C)c(=O)n(C)c1=O,i,·,0,1.1,-0.1,-3,-11,4.1,-2.0
CCCCNC(=O)C1(C)CCC(=O)N1CCOC (configuration not stated),·,-0.4,·,·,-2.6,3,·,·,-0.6
OC[C@@H]1CN(Cc2cccnc2)C[C@H](n2cnc3c(N4CCN(c5ccccc5)CC4)ncnc32)O1,-0.7,-11,-1,·,2.2,1,18,·,-2.4
Cc1c(C)c2ccc(OCC(=O)N3CCN(c4ccccc4)CC3)cc2oc1=O,-0.2,·,9,1.0,15,3,38,2.7,-3.9
O=C(OCCCN=C1NS(=O)(=O)c2ccccc21)c1ccc(F)cc1,-0.4,·,6,-0.5,-3.9,3,-2,-3.9,-0.2
Cc1ccc(CNC(=O)CCN2C(=O)[C@@H]3Cc4ccccc4CN3C2=O)cc1,-0.3,0.7,9,-1.5,-0.7,3,3,-0.9,-1.8
CC(C)(CC(=O)O)CC(=O)O,-1.5,-0.3,5,0.6,-0.7,-1,3,-1.0,-1.0
Cc1ccc(C2(C)NC(=O)N(CC(=O)Nc3ccc(-c4nc5ccc(C)cc5s4)cc3)C2=O)cc1 (configuration not stated),-0.8,0.9,19,-0.4,-2.8,17,-4,-0.3,0.2
COc1ccccc1CNC(=O)Nc1nc(C(N)C(C)C)cs1 (configuration not stated),i,1.2,8,·,-0.2,0,2,·,-1.2
Cc1cccc(CN2C(=O)CCSc3ccc(Cl)cc32)c1,i,·,-6,0.4,0.3,-1,26,-0.9,-3.4
COc1ccc(/C=N/OCC(=O)N2CC3(C)CC2CC(C)(C)C3)cc1 (configuration not stated),i,1.0,5,0.1,·,2,16,-0.2,0.0
O=C(COC(=O)CCCc1nc2ccccc2s1)Nc1ncc(Cl)cc1Cl,i,-2.0,3,0.7,-0.7,0,23,-1.8,-0.9
CSc1ccc(/C=N/NC(=O)c2ccccc2Cl)cc1,-0.2,1.3,72*,-0.9,·,8,-3,1.1,-0.7
CCCC1(CCC)NC(=O)NC1=O,-0.5,·,-9,0.2,0.8,-1,-3,3.4,-0.9
C=CCn1c(-c2cccc3ccccc23)n[nH]c1=S,i,·,4,1.3,-2.7,0,4,0.6,-2.3
Cc1ccccc1NCCC(=O)Nc1ccc(F)cc1,-2.3,0.8,6,-0.5,1.7,-5,-3,-0.8,-2.7
Cc1cc(OCC(O)CN2CCOCC2)cc(C)c1Cl (configuration not stated),-0.8,0.8,19,-0.5,-1.0,3,7,1.3,0.2
O=c1c(-c2ccc(O)cc2)coc2cc(OC3OC(CO)C(O)C(O)C3O)cc(O)c12 (configuration not stated),i,2.2,1,-0.3,3.1,0,-2,-3.1,-2.8
COc1ccc(C(=O)C2CCCN(Cc3ccc(Sc4nncn4C)o3)C2)cc1F (configuration not stated),-0.4,0.1,-1,-0.8,0.3,-1,22,-3.2,-2.8
C/C(=N\NC(=O)CNc1ccc(F)cc1)c1cc2ccccc2o1,i,0.7,4,-0.6,·,-3,11,0.0,0.4
O=C(Nc1cc(Cl)ccc1-n1cncn1)c1ccc([N+](=O)[O-])o1,0.2,0.3,6,2.0,-0.7,-1,-3,-2.5,1.5
CCCN(CCC)C(=O)c1cn(CC)c2ccc(S(=O)(=O)N3CCCCC3)cc2c1=O,-0.2,-0.1,26,0.1,2.3,3,5,2.7,0.9
